CAL PDZ FP-1 – CAL PDZ (human) peptide binding inhibition; Q9HD26; inhibition, % at 24.9 µM; AID 602252; purified CAL PDZ, TMR-peptide fluorescence polarization, 1 h; 300,000 tested, 0.92% active;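 active = mean inhibition of at least 30% with at least half of replicates also reaching 30%; inconclusive = no clear call, values can overlap the other calls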;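 also: 0% = DMSO neutral control and 100% = excess unlabeled competitor peptide PRC23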
V-ATPase pH – alters yeast V-ATPase proton transport | S. cerevisiae, pHLuorin cytosolic pH fluorescence | response, % at 10 µM | 350,000 tested, 0.37% active | AID 504577; in the data active = response mostly above about 7.3%, no sharp cut-off; inactive = mostly below about 5.4%; also: actives read high; inactives centre near 0; some compounds called inactive have numbers as strong as hits
Rtt109 HAT inh – blocks Candida albicans Rtt109/Vps75 acetyltransferase activity. Q5AAJ8. purified Rtt109/Vps75, ThioGlo CoA-SH fluorescence, 4 h. inhibition, % at 34.9 µM. 330,000 tested, 0.16% active;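 active = inhibition of at least 50% in every replicate; inconclusive = best replicate reaches 50% inhibition but some replicates fall short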
Target sequence (Q5AAJ8 whole entry, looked up): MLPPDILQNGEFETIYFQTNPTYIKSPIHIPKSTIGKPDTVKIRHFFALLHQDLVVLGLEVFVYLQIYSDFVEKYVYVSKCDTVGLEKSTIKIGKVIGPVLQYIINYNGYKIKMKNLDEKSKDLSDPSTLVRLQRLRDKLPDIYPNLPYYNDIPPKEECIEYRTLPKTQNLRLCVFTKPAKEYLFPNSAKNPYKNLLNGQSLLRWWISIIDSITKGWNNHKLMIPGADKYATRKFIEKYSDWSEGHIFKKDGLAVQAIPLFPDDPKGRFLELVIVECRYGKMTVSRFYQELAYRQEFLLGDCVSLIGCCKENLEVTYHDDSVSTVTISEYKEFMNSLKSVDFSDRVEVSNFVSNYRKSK
dFosB act – enhances mouse delta FosB homodimer DNA binding; AID 493131; purified delta FosB, TAMRA-CDK5 oligo fluorescence polarization; percent of positive-control signal above neutral wells; 340,000 tested, 0.99% active; activation, % at 25 µM; P13346;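 active = mean activation above about 17%, with every replicate also reaching it, limit read from the data, passing the limit was not always enough; inconclusive = only one of the two conditions met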;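 also: fluorescence polarization rise as delta FosB binds a TAMRA Cdk5 AP-1 oligo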
Target sequence (P13346 whole entry, looked up): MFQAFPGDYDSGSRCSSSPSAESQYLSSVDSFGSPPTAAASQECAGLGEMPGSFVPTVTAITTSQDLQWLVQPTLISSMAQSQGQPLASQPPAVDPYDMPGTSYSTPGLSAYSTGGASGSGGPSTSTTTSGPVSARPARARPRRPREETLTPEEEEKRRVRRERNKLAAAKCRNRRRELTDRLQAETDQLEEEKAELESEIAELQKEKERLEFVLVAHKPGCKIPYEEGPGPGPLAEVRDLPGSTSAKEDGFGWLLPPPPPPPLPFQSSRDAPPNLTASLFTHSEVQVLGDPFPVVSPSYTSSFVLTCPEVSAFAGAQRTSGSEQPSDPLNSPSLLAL
RTF Ca sens act – increases calcium sensitivity of human cardiac regulated thin filaments. activation, % at 7.2 µM. IANBD-labeled TnC RTF fluorescence at EC20 calcium; 0% EC20 calcium, 100% full calcium. P19429+P45379. 340,000 tested, 0.24% active. AID 493008;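 active = activation above the mean over all tested compounds plus 3 SD, cut at about 30% in these data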;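 also: rise in fluorescence read as greater calcium sensitivity of cardiac thin filaments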
Wnt act – activates Wnt/beta-catenin signaling in a reporter cell assay; activator, plate reader; activation, % at 9.35 µM; 300,000 tested, 1.2% active; AID 743398; in the data active = activation above about 30%, passing the limit was not always enough; inconclusive = no clear call, values can overlap the other calls;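 also: 0% = neutral control wells and 100% = positive control wells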
MITF act – increases MITF-driven TRPM1 promoter luciferase signal; AID 588334; 300,000 tested, 0.75% active; activation, % at 12.5 µM; SK-MEL-5 TRPM1-promoter luciferase, 24 h; % of positive control, neutral wells = 0;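 active = mean activation of at least 80% with every replicate also reaching 80%; inconclusive = mean reaches 80% but some replicate falls short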;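 also: 0% = neutral control wells and 100% = parthenolide positive control wells; values of inactives mirror those of a sister screen read the other way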
CAL PDZ FP-2 – human CAL PDZ-peptide interaction inhibition; Q9HD26; purified CAL PDZ, TMR-peptide fluorescence polarization, 1 h; inhibition, % at 20 µM; 330,000 tested, 0.02% active; AID 504414;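 active = highest replicate inhibition of at least 40%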;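 also: plate controls were DMSO neutral control wells for no effect and unlabeled competitor peptide control wells for full effect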
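material = purified tagged CAL PDZ domain construct (CerCALP) | buffer or medium = sodium phosphate/NaCl buffer pH 7.4 with TCEP, IgG, Thesit | reagent = TMR-labelled reporter peptide T*-PRC34 bound in PDZ groove | incubation = 1 h room-temperature incubation prior to read | measured by = fluorescence polarization (mP) | evaluation = percent inhibition from loss of millipolarization | control set = unlabelled peptide and DMSO controls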
Tat transport – E. coli Tat transport inhibition | inhibition, % at 10 µM | E. coli MC4100 TorA-mCherry Tat export, fluorescence | 340,000 tested, 0.036% active;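 active = mean replicate inhibition at least 50% and at least half of replicates individually reaching 50%; inconclusive = only one of the two criteria met; inactive = neither criterion met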;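 also: exported cargo escapes ClpAP degradation while cytoplasmic cargo is degraded and loses fluorescence; 0% = median of neutral control wells and 100% = median of NaSCN control wells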
CDK5 inh – inhibitors of human CDK5/p35 kinase; Recombinant CDK5/p35, ADP-Glo luminescence, 60 min; 330,000 tested, 0.01% active; inhibition, % at 10 µM; Q00535+Q15078;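 active = highest replicate inhibition of at least 50% and at least 75% of replicates reaching 50%; inconclusive = only one of the two criteria met; inactive = both criteria failed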;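 also: plate controls were DMSO neutral control for no effect and GW8510 at 10 µM for full effect; many of its hits are not listed in these tables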
The depositor's hits bear a star; ? = inconclusive; / = not tested or not shown. This is a random part of the collection, and some 4.1% of all compounds hit somewhere here.

SMILES	CAL PDZ FP-1	V-ATPase pH	Rtt109 HAT inh	dFosB act	RTF Ca sens act	Wnt act	MITF act	CAL PDZ FP-2	Tat transport	CDK5 inh
CCCCN(C)C(=O)CCCCn1c(=O)[nH]c2cc(OCC)c(OCC)cc2c1=O	-5	1	12	2	-7	-3	-23	-1.1	2	/
Cc1ccc(NC(=O)CN2C(=O)NC3(CCCc4ccccc43)C2=O)cc1S(=O)(=O)N1CCOCC1 (stereo unspecified)	4	-1	16	-8	2	-25	2	0.0	1	-8.8
COc1ccc(OC)c(S(=O)(=O)NCC(c2ccco2)S(=O)(=O)c2ccccc2)c1 (stereo unspecified)	13	-1	2	-4	3	-1	-10	-0.5	-8	0.3
COc1ccc(C(=O)c2cn[nH]c2-c2ccc(C)cc2O)cc1	-1	6	-3	-1	-1	4	-1	-0.7	4	-1.3
ClC(Cl)c1nnc(-c2ccccc2)c(-c2c[nH]c3ccccc23)n1	3	0	-2	7	0	/	-40	0.7	-13	-0.6
CCCCN(C(=S)Nc1ccccc1)C1CCS(=O)(=O)C1 (stereo unspecified)	-3	-1	-15	-7	7	/	5	-1.5	-5	2.8
CCOc1ccc(N(CC(=O)Nc2ccc(C)c(C)c2)S(=O)(=O)c2c(C)noc2C)cc1	0	-5	-8	-2	2	-5	-21	-0.2	15	-0.3
Cc1ccc(NC(=O)c2ccc3c(c2)OCCO3)cc1S(=O)(=O)Nc1cccc(Cl)c1	/	-3	8	-9	-8	-1	-3	-1.6	17	0.7
N#CCCN(CCC#N)S(=O)(=O)c1ccc(C(=O)Nc2nnc(C3=COCCO3)o2)cc1	-4	4	3	-9	-3	-1	-1	-1.2	-3	-0.4
CC(=O)N(C)c1nnc(-c2cnccn2)s1	1	2	-2	-4	-9	/	1	0.8	-4	-0.2
Cc1cccc(N(CC(=O)NC(C)C)C(=O)c2ccc(N3CCCC3)nc2)c1	-3	0	-3	0	-1	-4	-2	0.1	-3	1.5
CC[C@@H]1C(c2ccc(F)cc2)=NN(c2ccccc2)[C@H]1C(=O)N1CCOC1=O	1	1	4	-10	2	-2	-1	0.3	0	0.3
O=C(CCCC(=O)N(CC(=O)NC1CCCCC1)Cc1ccccc1)Nc1ccccn1	0	3	6	-6	3	/	-4	-0.6	-6	0.3
CC(=O)Nc1ccc(OCCOc2ccc(/C=C3\C(=N)N4N=C(C(C)C)SC4=NC3=O)cc2)cc1	-3	3	2	0	4	-1	-3	-2.6	5	0.8
CCNc1nc(C)c(CN(C(C)=O)c2ccccc2)nc1C#N	-5	-2	0	-4	0	12	2	0.2	-1	1.4
CCOc1ccc(CN(C)C(=O)CCN2C(=O)c3ccccc3C2=O)cc1OC	-2	-7	-21	-1	1	-1	11	-2.4	2	3.1
O=C(OCC(=O)N1CCc2ccccc2C1)c1cccc([N+](=O)[O-])c1	2	5	3	0	-6	2	8	-2.6	6	2.4
Cc1ccc(S(=O)(=O)N(C)C)cc1NC(=O)c1c(-c2c(F)cccc2Cl)noc1C	-5	4	2	-10	0	1	-5	-0.7	14	1.0
CCC(=O)N1CCc2cc(Br)cc(S(=O)(=O)N3CCCC(C(=O)NC(C)(C)C)C3)c21 (stereo unspecified)	16	0	4	-9	-2	-7	-6	-2.3	3	-0.4
CC(=O)Nc1ccc(Nc2nnc(-c3ccc(C)c(S(=O)(=O)NCCO)c3)c3ccccc23)cc1	-3	1	-1	-15	0	2	/	0.8	-2	0.9
Cc1cc(-c2ccc(C(C)C)c(S(=O)(=O)N3CCOc4ccccc43)c2)on1	2	-2	-10	-9	-5	-3	0	-1.1	9	-2.0
Cc1cc(C)c(S(=O)(=O)Nc2ccc(O)c(Sc3ncn[nH]3)c2)cc1C	/	3	8	-15	14	0	-17	-2.4	2	-0.2
ONC(=Nc1ccc(Cl)cc1)c1ccc(Cl)cc1	/	-1	16	4	-3	11	-1	0.6	7	2.0
CSc1ccccc1NC(=O)c1c(C)noc1C	/	2	-2	-2	0	/	-10	-2.4	-1	3.3
COc1cc(CN2CCN(c3cccc(Cl)c3)CC2)cc(OC)c1OC	/	-1	-2	0	-1	-3	-25	-0.9	13	0.5
SMILES	CAL PDZ FP-1	V-ATPase pH	Rtt109 HAT inh	dFosB act	RTF Ca sens act	Wnt act	MITF act	CAL PDZ FP-2	Tat transport	CDK5 inh
Cc1cccc(C(=O)N2CCN(c3ncnc4c3cnn4-c3ccccc3)CC2)c1	-4	0	-2	-3	2	/	-6	-0.1	6	0.4
c1ccc2nc(N3CCOCC3)c(N3CCOCC3)nc2c1	-2	4	16	3	-3	/	2	0.1	1	1.1
O=C(Nc1ccc(Cl)cc1)C1CCCN1C(=O)NCc1ccccc1 (stereo unspecified)	-3	3	38	2	1	0	10	-2.0	-4	0.9
COc1ccc(N2CCN(C(=O)CCCn3c(=S)[nH]c4cc5c(cc4c3=O)OCO5)CC2)cc1	-2	-1	5	4	0	/	/	0.5	1	0.2
CCCNC(=O)C(Cc1cccc(C#N)c1)NC(=O)c1ccc(C#N)cc1 (stereo unspecified)	-1	-4	-20	5	-5	0	/	0.0	-2	0.5
Cc1c(Cl)cccc1NC(=O)Cn1nnc(C(=O)NCc2cccs2)c1N	-7	-3	-3	39*	-2	-6	1	-2.0	1	0.4
COc1cc(/C=N/NC(=O)COc2ccc(-n3cnnn3)cc2)ccc1OCC(N)=O	2	-2	0	7	0	1	2	0.2	5	1.3
CCOC(=O)Cc1csc(SCC(=O)Nc2cc(C)ccc2OC)n1	-3	2	-4	-4	-2	-1	0	0.5	-2	-0.2
COc1ccc(-c2ccc([C@H]3[C@@H]4C=CCC[C@@]4(C)C(=O)N3Cc3ccccc3)c(F)c2)cc1OC	-2	-3	-3	2	1	-1	-22	-0.3	-19	0.8
O=C(NNC(=O)c1cccc2ccccc12)c1ccc2c(c1)OCO2	-2	-2	2	-7	-1	-2	50	-0.7	-1	1.6
CCCCCc1ccc(CC(=O)O)cc1	/	2	-1	-13	1	/	-1	-1.7	-7	-0.3
CCOC(=O)c1cnc2ccc(OC)cc2c1Nc1ccc(N2CCN(C)CC2)cc1	0	-3	9	36*	-5	0	-3	1.2	2	1.0
Cc1cc(C)cc(OCC(=O)OCC(=O)c2cc(C)n(C3CC3)c2C)c1	-1	7	4	-8	2	-1	-1	-2.1	-9	-1.5
COc1cc2c(c(NC(C)=O)c1)N(C(C)=O)CCC2	10	7	-2	-6	4	-2	10	-4.2	-8	0.0
Cc1cc(=O)[nH]c(=S)n1-c1ccccc1	-2	2	-3	-5	6	/	6	-4.8	-20	-3.1
O=Cc1cccn1-c1sc2c(c1C(=O)O)CCCC2	0	0	-5	-8	3	/	17	-2.1	-3	0.6
CCOC(=O)C1CCN(c2ccc(C(N)=O)cc2[N+](=O)[O-])CC1	3	4	3	3	7	-1	-1	-1.0	5	-1.7
Cc1ccc(NCC(=O)N/N=C\c2cccc(O)c2)cc1	-3	0	5	-5	0	-6	5	-2.4	-4	0.1
CC(NC(=O)c1cccs1)c1ccc(Cl)cc1 (stereo unspecified)	8	-2	-5	-2	9	3	5	-0.5	-8	-0.2
O=C(Cn1nnc(-c2ccccc2Cl)n1)Nc1cccc(S(=O)(=O)N2CCCC2)c1	/	-1	0	-15	4	-4	7	-2.3	-6	-0.2
O=C(O)c1cc(-c2ccc3ccccc3n2)nc2ccccc12	-2	1	2	-9	-2	3	9	-1.9	0	0.7
CC(C)c1cccc(C(C)C)c1OC(=O)[C@H]1OC(C(C)(C)C)=C[C@@H]1c1ccccc1	-3	-2	-4	1	-6	-7	-6	0.0	?	-0.3
Cc1[nH]c(C)c(S(=O)(=O)N2CCCCC2)c1C(=O)N1CCCC1	10	2	-1	0	2	0	1	-0.2	-4	0.8
CC(C)C(=O)NC(c1ccccc1Cl)c1c(O)ccc2ccccc12 (stereo unspecified)	-7	5	6	6	5	-2	4	/	-11	-0.1
CN(CC(=O)Nc1ccccc1C(=O)NC1CC1)Cc1ccc(N(C)C)cc1	-19	-4	3	-2	-1	1	2	-1.4	-4	-0.1

An excerpt from above with just V-ATPase pH and MITF act.
mol | V-ATPase pH | MITF act
O=C(Cn1nnc(-c2ccccc2Cl)n1)Nc1cccc(S(=O)(=O)N2CCCC2)c1 | -1 | 7
O=C(O)c1cc(-c2ccc3ccccc3n2)nc2ccccc12 | 1 | 9

Remaining list, next part:
SMILES	CAL PDZ FP-1	V-ATPase pH	Rtt109 HAT inh	dFosB act	RTF Ca sens act	Wnt act	MITF act	CAL PDZ FP-2	Tat transport	CDK5 inh
COC(=O)c1c(N)sc(C(=O)N2CCOCC2)c1C	0	3	12	1	3	/	-4	0.0	-9	1.7
CC(C)(Oc1ccc(Cl)cc1)C(=O)Nc1c2c(nn1C(C)(C)C)CS(=O)(=O)C2	-1	2	-6	-5	-2	-5	6	-1.1	13	1.2
Cc1cc(Oc2ccc(N)cn2)cc(C)c1Cl	/	-1	-4	5	2	-4	/	-0.8	-2	0.9
Cn1c(CNC(=O)Cc2ccc3c(c2)OCO3)nnc1SCc1ccccc1	-3	-4	3	0	7	1	/	-1.7	-11	0.6
COc1cccc2[nH]c3c(N4CCCCC4)ncnc3c12	/	-1	1	8	2	13	14	0.1	-4	-0.1
O=C(Nc1cccc(Cl)c1)c1ccccc1NC(=O)C1CCCCC1C(=O)O (stereo unspecified)	-4	-7	-10	2	0	-2	/	-1.1	-2	-1.3
COc1ccc2c(=O)c3c(=O)n(Cc4ccco4)c(-c4ccc(C)cc4)nc3oc2c1	-2	-1	-2	-26	-2	/	/	-9.2	-6	-0.6
CCOC(=O)C1CCN(S(=O)(=O)c2cnc[nH]2)CC1	-3	4	-2	5	-4	/	3	/	6	0.6
Cc1ccnc(NC(=O)C2(c3cccs3)CCOCC2)c1	/	-3	1	3	-2	-2	-7	0.8	-6	0.4
CCOC(=O)Cc1csc(NC(=O)/C=C/c2ccc(Cl)cc2)n1	-2	2	5	-10	5	18	20	-1.3	5	0.9
Cc1nc2cc(NC(=O)c3ccc(S(=O)(=O)N(C)c4ccccc4)cc3)ccc2o1	/	3	6	3	-7	1	10	-1.7	-5	0.9
Cc1cc(NC(=O)CCC(=O)N(c2ccccc2)C(C(=O)NC2CCCC2)c2ccccc2F)no1 (stereo unspecified)	-3	-3	6	-14	-6	-2	1	-3.8	12	-0.2
O=C(Nc1ccccc1)c1ccc(S(=O)(=O)N2CCCC2)cc1	-4	-1	3	-4	-3	-2	16	/	-1	0.9
O=C(NCCc1ccccn1)c1cccc(S(=O)(=O)N2CCCCCC2)c1	2	4	-12	-4	-4	/	-8	-0.8	3	-0.2
COc1ccc(C)cc1N(CC(=O)O)S(=O)(=O)c1ccc(C)cc1	1	3	-13	-7	-7	-1	8	-4.2	-4	2.4
COc1cc(C(=O)OCC(=O)NC(=O)NC2CCCCC2)cc(Cl)c1OC	9	-1	-12	-10	-14	-3	-1	-2.8	2	-3.7
Cn1cc([N+](=O)[O-])c(C(=O)Nc2ccc(C3CCCCC3)cc2)n1	-2	0	2	-6	1	46*	-5	-1.5	10	1.6
